Screens (PubChem)
MC4R ag barr = MC4R agonists recruiting beta-arrestin, primary screen, cell-based, luminescence, agonist arm of biased-ligand search | Melanocortin receptor 4 (Homo sapiens), P32245 | U2OS MC4R beta-arrestin complementation; percent of melanotan II response, DMSO zero | activation, % at 8.9 µM | 360,000 tested, 0.98% active;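 active = activation above a per-plate cutoff, the mean activation of sample wells on that plate plus 3 SD, cut at about 8% in these data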
MC4R antagonist = MC4R antagonists of cAMP signaling, primary screen, cell-based, TR-FRET, antagonist arm of biased-ligand search. inhibition, % at 6.5 µM. AID 540295, 2011. MC4R-expressing cells, MTII-stimulated cAMP, LANCE TR-FRET. Melanocortin receptor 4 (Homo sapiens), P32245. 360,000 tested, 0.48% active;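 active = inhibition above its plate's cutoff, the mean of tested wells on that plate plus 3 SD, cut at about 29% in these data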;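 also: 0% = Melanotan II alone and 100% = Melanotan II plus saturating MCL0020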
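Material – human MC4R-expressing U2OS cells · Repeats – no replicates · Detection – TR-FRET with Eu-cAMP and labeled anti-cAMP, 671 nm · Times – compound 30 min, challenge 1 h, detection 1 h · Compound – single nominal compound dose of 6.5 µM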
Glyco luc inh = increase of ERlucT glycosylation luciferase signal, primary screen, N-linked glycosylation inhibitor project, D54 ERlucT cells, luminescence, set 2; D54 ERlucT glycosylation luciferase reporter, 24 h; percent of 100 nM tunicamycin response; reporter increase, % at 12.5 µM; 360,000 tested, 0.23% active; AID 588692, 2011;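 active = mean luciferase reporter signal, scaled so untreated is 0 and the glycosylation-blocking control 100, at or above a set limit in every replicate; inconclusive = mean reaches the limit but not every replicate does; inactive = mean below the limit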;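 also: luciferase carries N-glycosylation sites so blocking glycosylation raises the light; 0% = median of neutral control wells and 100% = median of 100 nM tunicamycin wells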
Granule exo inh = LAMP-1 surface exposure blockers, TALL-104 cells – cell-based, flow cytometry, MLPCN library, primary screen; TALL-104 LAMP-1 surface exposure; cells stimulated with thapsigargin and PMA; inhibition, % at 10 µM; 360,000 tested, 0.66% active;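 active = inhibition above about 55%, limit read from the data; inconclusive = no clear call, values can overlap the other calls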
ABHD5-PLIN5 inh = ABHD5-PLIN5 interaction inhibitors, primary screen, cell lysate, split luciferase complementation, luminescence | inhibition, % at 4 µM | Perilipin-5 (Homo sapiens) + 1-acylglycerol-3-phosphate O-acyltransferase ABHD5 (Homo … | 360,000 tested, 0.78% active | Split G. princeps luciferase complementation, 4 h;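 active = inhibition above the mean inhibition across every tested compound plus 3 SD, cut at about 22% in these data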;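 also: 0% = DMSO only wells and the 100% control is not disclosed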
Vif inh = HIV Vif self-association inhibitors, primary screen, imaging, HEK293T, single point; HEK293T cells, Vif self-association by quenched fluorescence, 24 h; 340,000 tested, 0.35% active; inhibition, % at 7.49 µM; in the data active = inhibition above about 50%, passing the limit was not always enough; inconclusive = no clear call, values can overlap the other calls; inactive = below about 31%; also: some results filed as inactive read as strong as hits
aDG glyco act = activators of alpha-DG glycosylation, primary screen, uHTS, Pro5-aDG cells, AlphaScreen; alpha-DG glycosylation AlphaScreen (IIH6); 0% Pro5, 100% B10-LARGE cell signal; activation, % at 10 µM; 360,000 tested, 0.22% active; AID 624168, 2012;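 active = activation of at least 8% versus controls, or a plate z-score of at least 8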;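 also: Pro5 are CHO cells carrying HIG-tagged alpha-DG that lacks glycosylation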
TLR9-MyD88 inh = inhibitors of TLR9-MyD88 association in cells, primary screen, cell-based, CHO, BLA complementation, fluorescence; Toll-like receptor 9 (Homo sapiens) + Myeloid differentiation primary response protein …; CCF4 FRET ratio; inhibition, % at 4.98 µM; 340,000 tested, 0.21% active;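 active = inhibition above the mean over all tested compounds plus 3 SD, cut at about 21% in these data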;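 also: 0% = DMSO only wells and 100% = clavulanate BLA inhibitor control wells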
NOD2-RIPK2 inh = NOD2-RIPK2 binding disruptors in cells, primary screen, fluorescence, CHO cells, BLA complementation; Receptor-interacting serine/threonine-protein kinase 2 (Homo sapiens), O43353; CCF4 ratio; inhibition, % at 4.98 µM; 360,000 tested, 0.38% active; in the data active = inhibition above about 21%;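 also: 0% = vehicle only and 100% = reference blocker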
ABCB6 inh 2 = ABCB6 transporter inhibitors, primary screen, K562-ABCB6 cells, flow cytometry, MLPCN library; 360,000 tested, 0.19% active; ATP-binding cassette sub-family B member 6 (Homo sapiens), Q9NP58; AID 602162, 2011; fluorescence ratio to DMSO, % at 10 µM; K562-ABCB6 porphyrin accumulation, 1 h; stronger effect = lower value;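 active = fluorescence ratio to DMSO below 75%, the collection mean minus 3 SD; inconclusive = too few cells collected in the well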;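 also: signal is porphyrin accumulated inside mitochondria; 100% equals median channel fluorescence of DMSO control wells; lower ratio means ABCB6 inhibition with less porphyrin fluorescence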
Target sequence (Q9NP58 whole entry, looked up): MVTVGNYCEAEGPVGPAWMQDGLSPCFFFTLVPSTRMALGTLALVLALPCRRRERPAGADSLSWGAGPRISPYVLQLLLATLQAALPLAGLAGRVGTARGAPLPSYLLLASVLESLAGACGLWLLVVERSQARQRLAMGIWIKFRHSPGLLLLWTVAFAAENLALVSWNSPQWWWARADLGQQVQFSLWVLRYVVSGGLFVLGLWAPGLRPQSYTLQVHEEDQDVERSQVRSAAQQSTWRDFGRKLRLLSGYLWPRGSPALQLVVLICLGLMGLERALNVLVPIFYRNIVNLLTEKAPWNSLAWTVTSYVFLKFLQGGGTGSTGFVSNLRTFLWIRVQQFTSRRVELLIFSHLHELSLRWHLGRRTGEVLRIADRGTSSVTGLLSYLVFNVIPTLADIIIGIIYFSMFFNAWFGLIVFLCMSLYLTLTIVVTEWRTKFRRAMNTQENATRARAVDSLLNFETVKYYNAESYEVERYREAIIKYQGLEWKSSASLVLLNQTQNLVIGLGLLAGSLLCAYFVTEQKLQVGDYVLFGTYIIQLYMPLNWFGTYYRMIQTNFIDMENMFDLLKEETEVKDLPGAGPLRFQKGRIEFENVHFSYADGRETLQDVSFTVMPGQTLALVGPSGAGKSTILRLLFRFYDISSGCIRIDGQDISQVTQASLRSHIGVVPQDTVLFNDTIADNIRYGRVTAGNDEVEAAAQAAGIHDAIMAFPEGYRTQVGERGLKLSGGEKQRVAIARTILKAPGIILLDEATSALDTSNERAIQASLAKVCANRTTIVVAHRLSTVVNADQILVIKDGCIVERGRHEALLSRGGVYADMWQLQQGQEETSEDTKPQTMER
* = called active by the depositor; ? = inconclusive; nt = no result given. These rows are one share of the data; rates above refer to the full screens.

Fields: Glyco luc inh | TLR9-MyD88 inh | ABCB6 inh 2 | Granule exo inh | aDG glyco act | MC4R ag barr | Vif inh | ABHD5-PLIN5 inh | MC4R antagonist | NOD2-RIPK2 inh
- O/N=C1\CC2(Cc3nonc31)OCCO2
    -1 | -3 | 101 | -2 | 0.0 | -0.3 | -2 | 3 | 1 | -12
- Cc1ccc2c(c1)N(C(=O)CCC(=O)NCCCN(C)Cc1ccccc1)CCO2
    -2 | 11 | 100 | 10 | 0.1 | -0.6 | 3 | 1 | -3 | 0
- CC1CCC2(CC1)NC(=O)N(CC(=O)N1CCN(C(=O)c3ccco3)CC1)C2=O (configuration not stated)
    2 | -3 | 95 | -5 | 0.0 | -1.8 | -9 | 1 | -2 | 10
- CCC(=O)N1CCc2cc(OC)c(OC)cc2C1COc1ccc(F)cc1 (configuration not stated)
    0 | 6 | 93 | -2 | 0.3 | 0.7 | -12 | -4 | -4 | -19
- CC1=C(C(=O)N(C)C)CC(CC(=O)NCCCN(C)C)C(=O)N1CCC1=CCCCC1 (configuration not stated)
    2 | 5 | 100 | 4 | 0.2 | -0.7 | 3 | 6 | 10 | -4
- OCCC1CN(Cc2ccc(Oc3ncccn3)cc2)CCN1Cc1ccc(F)c(F)c1 (configuration not stated)
    -1 | 0 | 95 | -2 | 0.1 | -1.1 | -5 | 5 | 5 | 3
- CC(=O)Nc1ccc(S(=O)(=O)NCCC(=O)OCc2ccccc2F)cc1
    0 | -11 | 102 | 0 | -0.1 | -2.5 | 2 | 2 | 3 | 3
- CN(Cc1ncc[nH]1)Cc1cn(-c2ccccc2)nc1-c1ccc2c(c1)OCO2
    1 | 8 | 97 | -9 | 0.0 | -2.7 | -8 | 5 | 9 | -8
- [O-]/[N+](=C/c1ccco1)c1ccccc1
    1 | -6 | 94 | 0 | -0.3 | -2.2 | 13 | -12 | -2 | 7
- Cc1ccsc1C(=O)OCC(=O)NCCC1=CCCCC1
    0 | -9 | 99 | -3 | 0.1 | -0.4 | 1 | -1 | 1 | -7
- Cc1nc(Nc2ccc(C(=O)O)cc2)sc1-c1ccccc1
    -15 | -2 | 99 | 11 | 0.2 | 1.8 | -8 | 0 | 19 | 5
- CCCc1nnc(SCC(=O)Nc2ccc(C(=O)OCC)cc2)o1
    -4 | -1 | 97 | -5 | 0.2 | -3.4 | 0 | -3 | 12 | 8
- Cc1c(N2C(=O)/C(=C\c3ccccc3O)SC2=S)c(=O)n(-c2ccccc2)n1C
    0 | 0 | 99 | 25 | -0.1 | 0.0 | -1 | -20 | 24 | 1
- CCN(CC(=O)Nc1cccc(OC)c1)CC(=O)Nc1ccc(C)cc1Cl
    1 | 4 | 96 | -3 | 0.0 | -2.9 | -3 | 7 | 8 | 0
- NC(=NC1CCCCC1)c1ccc([N+](=O)[O-])cc1
    6 | -1 | 96 | 0 | 0.0 | 0.3 | ? | -3 | 10 | 3
- CC1(C)C(=O)Nc2ccccc2N1C(=O)COc1ncnc2c(Cl)cc(Cl)cc12
    -4 | 4 | 96 | 8 | -0.3 | 1.1 | 5 | -1 | 4 | -3
- COC(=O)CNS(=O)(=O)c1ccc(OC)cc1
    1 | -2 | 98 | 2 | 0.0 | -2.3 | 35 | -6 | 5 | 1
- O=C(Nc1nnc(SCc2ccc(F)cc2)s1)C1Cc2ccccc2CN1C(=O)c1ccco1 (configuration not stated)
    1 | -5 | 99 | 1 | -0.1 | -0.7 | 25 | 2 | 0 | -13
- O=C(CN(C(=O)c1ccccc1Cl)C1CCCCC1)Nc1ccc(Cl)c([N+](=O)[O-])c1
    nt | 2 | 90 | 3 | 1.1 | -1.9 | nt | -3 | 3 | 1
- Cc1c(CC(=O)O)c(=O)oc2c(C)c(OCc3c(F)cccc3Cl)ccc12
    2 | 9 | 92 | 8 | 0.2 | -1.1 | -6 | -4 | 2 | -8
- CCOC(=O)N1CCN(C(=S)NC(=O)c2ccc(Br)cc2)CC1
    1 | 8 | 97 | 0 | 0.2 | -1.6 | -3 | -7 | 4 | 3
- COC(=O)Cn1c(=O)sc2ccccc21
    1 | -1 | 95 | -3 | 0.0 | -2.1 | 26 | 3 | 1 | 6
- CCn1c(SC(C)C(=O)NC2CCCC2)nc2cc(S(N)(=O)=O)ccc21 (configuration not stated)
    4 | -5 | 95 | -2 | -0.2 | -0.6 | ? | 4 | 3 | 4
- COc1cccc(/C=C/C(=O)NCCc2ccc(OC)c(OC)c2)c1
    0 | -8 | 92 | -1 | 0.0 | 0.6 | -4 | 4 | -2 | 3
- CC(=O)Nc1cc(-c2ccc(F)cc2)cn2c(-c3ccc(F)cc3)cnc12
    2 | nt | 98 | 32 | 0.0 | 25* | nt | 0 | 0 | 5
- CS(=O)(=O)Cc1cc(N2CCCC2)nc(-c2ccccc2)n1
    3 | 9 | 105 | -1 | 0.0 | -3.1 | -9 | -2 | 8 | -11
- COc1ccc(CN2CCCC(C(=O)N3CCCCC3)C2)cc1OC (configuration not stated)
    -1 | -1 | 93 | -11 | 0.3 | -1.3 | -6 | -2 | 0 | -8
- COc1cccc(N2CCN(c3ccc(N4C(=O)CCC4=O)cc3[N+](=O)[O-])CC2)c1
    -1 | -2 | 97 | -2 | 0.2 | -3.3 | -13 | 0 | -2 | -8
- COc1ccc(S(=O)(=O)N2CCOCC2)cc1NC(=O)c1cccc(Cl)c1
    nt | -10 | 98 | 3 | -0.6 | -5.7 | nt | 0 | 0 | -6
- CC1(C)Oc2ccc(C(=O)N3CCc4ccccc43)cc2N(CC(=O)N2CCCC2)C1=O
    0 | -11 | 97 | -2 | 0.2 | 1.1 | -5 | 2 | 22 | 5
- CN(C)CCN(C(=O)c1ccc2c(c1)OCCO2)c1nc2cc3c(cc2s1)OCO3
    -5 | -8 | 99 | -15 | -0.1 | -1.9 | -7 | 8 | -2 | 4
- CCCCC1CCC(C(=O)N(CCCC)c2c(N)n(CCCC)c(=O)[nH]c2=O)CC1 (configuration not stated)
    0 | 4 | 87 | 0 | 0.2 | -2.1 | 3 | -5 | 3 | 0
- O=C(/C=C/c1cccs1)NCc1ccccc1
    -1 | 11 | 100 | -1 | 0.0 | -1.4 | -2 | -4 | 8 | -1
- Cc1ccc2c(c1)C(c1ccccc1)N(C(=O)c1cc3ccccc3oc1=O)CC(=O)N2 (configuration not stated)
    0 | 3 | 97 | 5 | 0.1 | -0.2 | -18 | 5 | 5 | 12
- CC(NC(=O)Cn1cc2c(n1)CCCCC2)c1ccccc1 (configuration not stated)
    1 | -18 | 104 | 4 | 0.1 | -1.6 | -3 | 2 | 12 | -10
- CCc1nc(Nc2ccccc2)c2nnn(Cc3ccccc3)c2n1
    -2 | -10 | 99 | 0 | 0.0 | 1.1 | -5 | -3 | 0 | -6
- COc1cc(/C=N/NC(=O)c2cccc3ccccc23)cc(OC)c1O
    2 | 0 | 98 | 3 | 0.3 | 0.8 | 6 | 3 | -11 | -18
- CCc1nc(SCC(=O)NCCc2ccccc2)n[nH]1
    3 | -3 | 93 | 1 | 0.2 | -2.3 | -4 | 3 | -6 | -16
- O=C1C2CCCN2C(c2cccs2)N1c1ccc(F)cc1 (configuration not stated)
    -1 | 8 | 97 | -2 | 0.0 | -2.3 | -6 | 1 | 0 | 7
- C=CCN1C(=O)NC2(O)C(=O)c3ccccc3C12O (configuration not stated)
    -3 | -11 | 94 | -1 | 0.0 | 2.0 | 2 | 0 | -2 | -9
- Nc1ccc(S(=O)(=O)NC(Cc2ccccc2)C(=O)O)cc1 (configuration not stated)
    1 | -2 | 103 | 7 | -0.2 | -1.4 | -2 | -7 | -1 | 2
- CCOC(=O)c1cc2c(nc1NC(=S)Nc1ccccc1)CC(C)(C)OC2
    -2 | -4 | 110 | -2 | -0.1 | 0.0 | nt | -2 | 8 | 4
- Cn1c(CO)c(-c2ccccc2)c2cc([N+](=O)[O-])ccc21
    3 | -4 | 100 | 0 | -0.2 | -3.1 | 3 | 5 | 1 | -2
- CN=C(Nc1ccc(C(=O)OC)cc1)SC1CC(=O)N(c2ccccc2F)C1=O (configuration not stated)
    1 | 8 | 101 | 4 | -0.1 | -0.3 | 1 | -1 | -3 | -17
- Cc1cc(=O)oc(C)c1C(=O)N[C@@H](Cc1ccccc1)C(=O)O
    1 | -5 | 91 | -15 | 0.0 | 0.5 | 7 | 5 | 0 | -9
- CC1CCCCC1NC(=O)/C(C#N)=C/c1ccc(OCC(N)=O)cc1 (configuration not stated)
    3 | -8 | 101 | -4 | 0.0 | 0.9 | 11 | 4 | 2 | -9
- Cc1nnsc1S(=O)(=O)c1ccccc1
    -2 | -6 | 99 | 7 | 0.1 | -2.0 | -14 | -1 | 0 | -9
- CC(C)CC1C(C#N)=C(N)Oc2n[nH]c(-c3cccs3)c21 (configuration not stated)
    -2 | -11 | 99 | -6 | 0.2 | 1.3 | -5 | -27 | 17 | -3
- O=C(COC(=O)c1cn(-c2ccccc2)nc1-c1cccnc1)NC1CC1
    -1 | 10 | 94 | -1 | 0.0 | -2.7 | 35 | 0 | 6 | 0
- O=C(Nc1ccccc1N1CCOCC1)c1cc(Br)c(Br)s1
    -1 | 7 | 95 | 1 | 0.0 | -0.6 | 5 | 0 | 6 | 7
- CCC(C(=O)NC1CCCCC1)n1c(SCc2ccc(F)cc2)nc2ccncc21 (configuration not stated)
    0 | 4 | 99 | 2 | -0.3 | -1.6 | nt | 5 | 5 | 0
- Cc1cccc(C)c1NC(=O)C1(C)CSCC(=O)N1CC(F)(F)F (configuration not stated)
    nt | nt | nt | -7 | 0.0 | nt | nt | 0 | nt | -5
- CC[C@@]12C(=O)N(c3cccc(C)c3)C(=O)N1[C@H](c1ccc(OC)cc1)[C@@H]1C(=O)N(C(C)(C)C)C(=O)[C@@H]12
    1 | 19 | 107 | -5 | 0.0 | -2.3 | -6 | -2 | -5 | 0
